MITF inh: blocks human microphthalmia-associated transcription factor; O75030; AlphaScreen MITF homodimerization, bead proximity signal; inhibition, % at 2.6 µM; 650,000 compounds, 0.91% hits; AID 1259374; in the data active = inhibition above about 50%;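 also: 0% = vehicle wells with protein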
FBW7 activator: activators of human E3 ligase FBW7. AID 1259310. AlphaScreen FBW7–phospho-cyclin E peptide binding, activator screen. Q969H0. 650,000 compounds, 0.13% hits. normalized activity (activation), % at 26.1 µM; in the data active = normalized activity above about 1.9%;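 also: purified mutant Fbw7 with reduced substrate affinity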
Target sequence (Q969H0 whole entry, looked up): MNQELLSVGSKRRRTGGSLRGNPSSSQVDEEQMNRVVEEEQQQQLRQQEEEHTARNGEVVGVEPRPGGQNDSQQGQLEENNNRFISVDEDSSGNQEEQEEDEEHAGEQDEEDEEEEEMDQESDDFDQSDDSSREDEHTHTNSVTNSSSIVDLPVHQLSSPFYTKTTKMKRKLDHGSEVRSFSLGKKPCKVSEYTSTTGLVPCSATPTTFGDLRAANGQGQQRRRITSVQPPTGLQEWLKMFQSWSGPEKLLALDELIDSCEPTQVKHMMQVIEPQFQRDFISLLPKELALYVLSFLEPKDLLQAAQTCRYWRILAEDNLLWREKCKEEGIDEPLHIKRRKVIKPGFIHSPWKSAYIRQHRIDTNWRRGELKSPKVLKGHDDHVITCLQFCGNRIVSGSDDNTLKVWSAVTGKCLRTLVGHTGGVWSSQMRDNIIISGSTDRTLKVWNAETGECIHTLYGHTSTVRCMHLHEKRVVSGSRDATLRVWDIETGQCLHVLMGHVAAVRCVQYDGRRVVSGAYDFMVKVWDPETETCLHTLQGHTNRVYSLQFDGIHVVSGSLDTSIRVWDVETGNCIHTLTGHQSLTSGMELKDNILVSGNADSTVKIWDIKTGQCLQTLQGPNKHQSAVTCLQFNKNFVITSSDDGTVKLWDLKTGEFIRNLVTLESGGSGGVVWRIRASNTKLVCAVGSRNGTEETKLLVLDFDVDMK
TEAD-YAP inh: TEAD-YAP interaction inhibition | HEK-TIYL cells, TEAD-Gal4/YAP UAS-luciferase luminescence | inhibition, % at 9.12 µM | 640,000 compounds, 1.4% hits; in the data active = inhibition above about 32%;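 also: 0% = median of test compound wells and 100% = reference inhibitor wells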
GPR151 ag: activates the human receptor GPR151; Q8TDV0; PathHunter beta-arrestin GPR151 cells, luminescence; activation, % at 11.2 µM; 650,000 compounds, 1% hits; in the data active = activation above about 4.9%;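 also: 0% = median of compound wells and 100% = cells with positive control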
* hit, by the source's call. Rows were taken by chance; about 3.5% have a hit in one of these screens.

Every second line gives: GPR151 ag	MITF inh	TEAD-YAP inh	FBW7 activator
CCOC(=O)c1c(NC(=O)CSc2nnc(CNC(=O)c3cc(OC)cc(OC)c3)n2C2CCCCC2)sc2c1CCC2
 : -1.0	5	2	0.3
Cc1c(Br)cc(C(=O)N2CCOCC2)c(C)c1C
 : 1.6	-9	-7	-0.1
Cc1cc(Cl)c(S(=O)(=O)NC(C(=O)O)c2ccccc2)cc1OCC(N)=O (stereo not given)
 : -0.2	-3	2	1.1
CCN1C(=O)c2cccc3c(NC(=O)c4cc(Cl)sc4Cl)ccc1c23
 : 2.2	-15	0	0.1
c1ccc(Nc2cc(Nc3ccc4c(c3)OCO4)ncn2)cc1
 : -3.0	14	-61	0.1
Cc1cc(OCc2nc(-c3ccc(NC(=O)c4ccc5c(c4)OCO5)cc3)no2)ccc1Cl
 : -1.0	10	-20	0.0
Cc1ccc(-c2nc(Nc3ccc(C)cc3Br)c3ccccc3n2)cc1
 : -0.2	-2	-2	0.0
CC(Sc1nnc(N)s1)C(=O)Nc1cc(C(F)(F)F)ccc1N1CCOCC1 (stereo not given)
 : -0.1	-8	3	0.0
COCCCN1C(=O)CC(CC(=O)N2CCCCCCC2)(c2ccccc2Cl)C1=O (stereo not given)
 : -0.5	16	14	0.4
COc1cc2c(cc1NC(=O)COc1ccc(C)cc1Br)oc1ccccc12
 : -0.7	8	-3	-0.1
CCC(=O)NC(=S)Nc1ccc(Br)cn1
 : -0.3	-10	-10	-0.1
CCOc1cccc(C2CC(c3ccc(CC)cc3)=NC(c3ccc(OC)c(Br)c3)N2)c1O (stereo not given)
 : -0.7	-17	8	-0.4
CSc1ccc(CCNC(=O)C2CCCN2c2nnc(N3CCCC3=O)s2)cc1 (stereo not given)
 : 1.3	4	0	0.1
COC(=O)c1ccc2nc(NC(=O)COC(=O)c3ccco3)sc2c1
 : -0.1	-3	-14	-0.2
Cc1nc(-c2ccc(NS(=O)(=O)c3ccc(C)c([N+](=O)[O-])c3)cc2)cs1
 : 1.4	-16	-3	-0.1
COc1cc(NC(=O)CCN2CCCCCC2)cc(OC)c1
 : -1.1	11	2	0.0
Cc1ccc(-c2nnc(SCC(=O)Nc3ccc(N4CCOCC4)cc3)n2N)cc1
 : 0.0	-10	-22	-0.1
CCOC(=O)C1CCN(CC(O)COc2ccccc2C(C)=O)CC1 (stereo not given)
 : -1.0	13	12	0.0
CC1CCCC(C)N1C(=O)Cn1nc2n(C)c3ccccc3n2c1=O (stereo not given)
 : -1.5	21	28	1.2
COc1cccc(C(=O)N2CCN(C(=O)c3cccc(F)c3)CC2)c1
 : 1.4	-4	8	0.4
Cc1cccc(C)c1NC(=O)CSc1nc2sc3c(c2c(=O)n1-c1ccccc1)CCC3
 : -0.3	3	-11	0.0
c1ccc(CNc2ccnc(N3CCN(Cc4ccc5c(c4)OCO5)CC3)n2)cc1
 : -1.0	11	-5	0.0
O=C1CC2(CCN(C(=O)C3CC(=O)N(c4ccc(F)cc4)C3)CC2)Oc2ccccc21 (stereo not given)
 : -0.6	-12	-4	-0.2
CCC(C)N1C(=O)C2C(C(=O)Nc3ccc(Cl)cc3)C3C=CC2(O3)C1C(=O)NC1CCCC(C)C1C (stereo not given)
 : -0.6	2	10	0.1
Cc1ccc2nc(C)cc(C(=O)Nc3ccccc3C#N)c2c1
 : -0.2	13	22	1.0
CCNC(=O)C(CC(C)C)NC(=O)C(CO)NC(=O)C1CCC(=O)N1 (stereo not given)
 : 0.6	35	12	0.1
N/C(=N/OC(=O)c1ccc(Cl)c(Cl)c1)c1nonc1N
 : 2.2	3	-1	0.1
Cc1ccc(N2CC(C(=O)NCCOc3cc(N4CCOCC4)ncn3)CC2=O)cc1C (stereo not given)
 : 0.2	7	13	0.1
COc1ccc(C(=O)Oc2cccc3ccc(C)nc23)cc1
 : 2.5	15	-3	0.0
Cc1nn(-c2ccccc2)c(-n2cccc2)c1C(=O)N1CCC(C(=O)NC(C)C)CC1
 : 0.1	-9	3	0.2

A few values from the list:
Result of O=C1CC2(CCN(C(=O)C3CC(=O)N(c4ccc(F)cc4)C3)CC2)Oc2ccccc21 (stereo not given) in GPR151 ag: -0.6
Result of CCOC(=O)C1CCN(CC(O)COc2ccccc2C(C)=O)CC1 (stereo not given) in MITF inh: 13
Result of CC1CCCC(C)N1C(=O)Cn1nc2n(C)c3ccccc3n2c1=O (stereo not given) in TEAD-YAP inh: 28
Result of CC(Sc1nnc(N)s1)C(=O)Nc1cc(C(F)(F)F)ccc1N1CCOCC1 (stereo not given) in TEAD-YAP inh: 3
Result of Cc1ccc(N2CC(C(=O)NCCOc3cc(N4CCOCC4)ncn3)CC2=O)cc1C (stereo not given) in TEAD-YAP inh: 13

Further entries follow:
Every second line gives: GPR151 ag	MITF inh	TEAD-YAP inh	FBW7 activator
COc1cccc(NC(=O)N2CCCN(C(=O)OC(C)(C)C)CC2)c1
 : 0.3	3	-1	-0.1
O=C(CC1Sc2ccc(C(F)(F)F)cc2NC1=O)Nc1ccccc1Cl (stereo not given)
 : 0.6	6	2	0.0
COc1cc2nc(=S)n3[nH]c(CCn4nc(C)cc4C)nc3c2cc1OC
 : -0.1	15	23	-0.3
CCSc1nnc(Nc2ccc(C)cc2)s1
 : -0.9	-8	-67	0.1
CC(C(=O)N1CCCC1)n1c(C(F)(F)F)nc2c(cnn2-c2ccccc2)c1=O (stereo not given)
 : -0.9	13	-15	-0.1
CCOc1ccc(C(=O)Nc2cccc(NC(=O)c3cccc(Cl)c3)c2)cc1
 : 0.7	-9	-8	0.0
CCOC(=O)N1CCN(c2c(N3CCN(c4ccc(C)cc4)C(C)C3)c(=O)c2=O)CC1 (stereo not given)
 : -0.6	2	-4	0.1
CCCCC1CN(CCC(=O)NCCn2cncn2)Cc2ccccc2O1 (stereo not given)
 : 4.6	9	10	0.0
COc1ccc(S(=O)(=O)Nc2cccc(C(F)(F)F)c2)cc1
 : 0.8	-1	10	0.1
Cc1ccsc1/C=C1/SC(N2CC(C)OC(C)C2)=NC1=O (stereo not given)
 : -1.0	-1	-14	0.1
Cc1cc(C)cc(NC(=O)C2C3C=CC4(O3)C2C(=O)N(Cc2ccc(Cl)cc2)C4C(=O)NC2CCCCC2)c1 (stereo not given)
 : 0.2	6	11	0.0
O=C(Nc1ccc2oc(-c3ccccc3)nc2c1)c1cc([N+](=O)[O-])cc([N+](=O)[O-])c1
 : 0.2	-9	5	-0.1
O=C(CC(=O)NC1CCCCC1)N/N=C/c1ccc2c(c1)OCO2
 : -0.5	7	2	0.1
Cc1cc(N2CCCCC2)nc2ccc(NC(=O)c3cccc([N+](=O)[O-])c3)cc12
 : 17*	2	7	-0.1
CCOC(=O)c1c(-c2ccccc2)csc1NC(=O)c1cc(C)on1
 : 2.1	8	-1	0.1
COc1ccccc1N1CCN(CCCNC(=O)COc2ccc(Cl)cc2)CC1
 : 0.7	6	9	0.4
CCOc1cc(C=O)cc(Br)c1OCc1cccc(C(=O)O)c1
 : 0.4	5	-5	0.8
COc1ccc(S(=O)(=O)NNC(=O)c2cccc(Br)c2)cc1
 : 0.5	-9	0	-0.1
O=c1[nH]c(-c2ccc(-c3ccc([N+](=O)[O-])cc3)o2)nc2sc3c(c12)CCCC3
 : 1.8	-1	3	-0.1
CCOCCCNC(=O)NC(C)c1c(-n2cccc2)sc2c1CCN(C)C2 (stereo not given)
 : 0.2	-10	1	0.1
CCOc1cccc(C2CC(c3cccc(OC)c3)=NC(c3ccccc3[N+](=O)[O-])N2)c1O (stereo not given)
 : -1.6	13	-14	0.0
Cc1cccc(N2CCN(C(=O)c3cccn4c(=O)c5c(C)c(C)sc5nc34)CC2)c1C
 : -0.9	3	-3	-0.1
N#Cc1ccc(C(=O)N2CCN(c3ccccc3)CC2)c(F)c1
 : -0.1	-5	-5	-0.1
CC(C)OC(=O)COc1cc(O)c2c(=O)cc(-c3ccccc3)oc2c1
 : 3.2	5	-1	0.0
CCc1ccc(-n2c(C)c(C)n3c4c(=O)n(CC(N)=O)c(=O)n(C)c4nc23)cc1
 : -2.5	0	-2	-0.1
COc1ccc(S(=O)(=O)n2cccn2)cc1OC
 : -0.6	-13	-9	-0.2
CCc1ccccc1NC(=O)CSc1nc2ccccc2c(=O)n1CCC(=O)NCCc1ccccc1
 : 0.3	0	4	-0.1
O=C(OCc1ccccc1)c1cccc(N2C(=O)C3C4CCC(C4)C3C2=O)c1 (stereo not given)
 : -0.2	-9	5	0.0
Cc1cccc(/C(N)=N/OC(=O)COc2ccc(Cl)cc2)c1
 : -0.9	3	-6	0.0
CCOC(=O)N1CCN(C(c2cccc(C)c2)c2sc3nc(C)nn3c2O)CC1 (stereo not given)
 : 3.0	8	9	0.1

(continued)
Every second line gives: GPR151 ag	MITF inh	TEAD-YAP inh	FBW7 activator
NC(=O)c1ccc(NC(=O)COC(=O)C2CC(=O)N(Cc3ccccc3)C2)cc1 (stereo not given)
 : -1.3	19	11	0.2
CN1C(=O)c2ccc(C(=O)NN3C(=O)c4ccccc4C3=O)cc2C1=O
 : -0.5	13	0	0.1
COC(=O)c1c(N)sc2c1CCN(C)C2
 : 3.0	17	0	-0.1
O=C(O)CCCN(Cc1ccc(Cl)cc1)S(=O)(=O)c1ccc(Cl)cc1
 : 0.3	6	4	-0.1
CCN(Cc1ccncc1)Cc1ccc2c(c1)CN(C(=O)C(C)n1cncn1)CCO2 (stereo not given)
 : -0.6	13	6	0.5
O=C(NC(=S)Nc1ccc2nn(-c3cccc4ccccc34)nc2c1)c1ccccc1Cl
 : 0.4	-3	-2	0.1
CC(C)(C)NC(=O)CSc1nc(N)cc(=O)[nH]1
 : 0.7	-2	7	0.1
O=C(NNC(=O)c1ccc(Br)s1)Nc1cccc([N+](=O)[O-])c1
 : -0.9	2	-2	-0.1
OCCOc1ccc(Cl)cc1CO
 : 0.0	-3	2	0.0
CCCN(CCC)CN1C(=S)SC2=NC(=O)CCCN21
 : 0.3	2	10	0.1
COc1cccc(OC)c1C(=O)Nc1cc(C(=O)O)ccc1C
 : 1.7	11	6	-0.2
O=C(N(c1cccc(Cl)c1)C1C=CS(=O)(=O)C1)C12CC3CC(CC(C3)C1)C2 (stereo not given)
 : -1.6	14	1	0.3
Cn1cnnc1-c1ccc(Nc2ncc(F)c(-c3cc(F)cc(N4CCOCC4)c3)n2)cc1
 : 3.5	19	72*	0.0
CCOC(=O)c1c(NC(=O)c2ccc3ncsc3c2)sc2c1CC(C)(C)NC2(C)C
 : 0.7	-2	-2	0.1
CCCCC(=O)c1ccc2c(c1)CC(c1nc3c(F)cc(-c4ccnc(N)n4)cc3[nH]1)CO2 (stereo not given)
 : 1.1	13	0	-0.1
CCn1c(=O)n(CC(=O)Nc2cccc(C(F)(F)F)c2)c(=O)c2ccccc21
 : -1.6	2	-2	-0.2
Cc1cccc(CC(=O)Nc2cnn(-c3cccc(C(=O)Nc4ccc(-c5nnn(C)n5)cc4)c3)c2)c1
 : 0.1	-11	-10	-0.1
N#Cc1ccc(OCC(=O)N/N=C/c2ccco2)cc1
 : 0.0	-14	2	0.1
CCCCCCOc1ccccc1/C=C1\C(=O)ON=C1c1ccccc1
 : -1.7	39	9	0.0
O=C(CC1(c2ccccc2F)CC(=O)N(C2CCCC2)C1=O)N1CC[C@@H]2CCCC[C@H]2C1 (stereo not given in full)
 : -0.1	11	-8	0.0
CC(C)c1ccccc1NC(=O)CC1(CC(=O)O)CCCC1
 : 1.7	3	5	0.1
COc1ccc(OC)c(/C=C2/SC(=S)N(C(CC(=O)O)C(=O)O)C2=O)c1 (stereo not given)
 : -1.8	-8	8	-0.8
O=C(Nc1cccc2c(NC(=O)c3ccc(S(=O)(=O)N4CCCCC4)cc3)cccc12)c1ccc(S(=O)(=O)N2CCCCC2)cc1
 : 0.9	7	8	0.6
Cc1cccc(NC(=O)c2cccc(-n3cc(NC(=O)Cc4cccc5ccccc45)cn3)c2)c1
 : 0.6	-7	-1	0.0
COc1cccc(C(=O)N(CN2CCCC2=O)c2ccc(C)cc2)c1
 : -2.0	-2	-2	-0.1

Record cards, from the list above. Order of values: GPR151 ag, MITF inh, TEAD-YAP inh, FBW7 activator
COc1cccc(C(=O)N(CN2CCCC2=O)c2ccc(C)cc2)c1 is entered as -2.0, -2, -2, -0.1
Cn1cnnc1-c1ccc(Nc2ncc(F)c(-c3cc(F)cc(N4CCOCC4)c3)n2)cc1 is entered as 3.5, 19, 72*, 0.0

Among those listed so far, 2 have a tert-butyl group:
Every second line gives: GPR151 ag	MITF inh	TEAD-YAP inh	FBW7 activator
COc1cccc(NC(=O)N2CCCN(C(=O)OC(C)(C)C)CC2)c1
 : 0.3	3	-1	-0.1
CC(C)(C)NC(=O)CSc1nc(N)cc(=O)[nH]1
 : 0.7	-2	7	0.1

Screening data from PubChem BioAssay.
